Assay outcomes as filed in PubChem BioAssay.
TRPC6 inhibitor: mouse TRPC6 channel inhibitors, primary screen, cell-based, HEK293, membrane potential dye | Short transient receptor potential channel 6 (Mus musculus), Q61143 | ACh-evoked depolarization; stronger effect = lower value | B-score at 10 µM | 310,000 compounds, 1.1% hits | AID 2553, 2010;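 active = B-score under library mean minus 3 SD, initial fluorescence not abnormally high, positive integrated signal ratio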;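 also: B-score derived from integrated fluorescence ratio over the kinetic read; more negative B-score means stronger inhibition of depolarization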
MrgX1 antag: antagonists of human MrgX1 receptor, primary screen, HEK293 cells, Fluo-4 calcium flux; Mas-related G-protein coupled receptor member X1 (Homo sapiens), Q96LB2; BAM8-22 antagonism; stronger effect = lower value; B-score at 10 µM; 310,000 compounds, 1.3% hits;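 active = calcium-response B-score plate-corrected more than 3 library SD below zero, starting fluorescence within 5 deviations, no agonist response on first addition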;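 also: peak minus trough fluorescence over baseline after final BAM8-22 challenge near maximal dose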
Target sequence (Q96LB2 whole entry, looked up): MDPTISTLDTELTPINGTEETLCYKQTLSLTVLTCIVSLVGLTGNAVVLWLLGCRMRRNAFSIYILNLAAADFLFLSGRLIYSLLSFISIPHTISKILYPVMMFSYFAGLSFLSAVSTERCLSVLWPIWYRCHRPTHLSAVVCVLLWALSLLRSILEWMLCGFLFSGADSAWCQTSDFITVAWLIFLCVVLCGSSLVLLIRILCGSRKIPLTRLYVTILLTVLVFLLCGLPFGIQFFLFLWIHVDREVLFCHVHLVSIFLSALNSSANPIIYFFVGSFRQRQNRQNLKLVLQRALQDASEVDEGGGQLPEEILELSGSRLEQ
ANO1 activ: TMEM16A chloride channel activators or potentiators, primary screen, cell-based, HTS; B-score at 10 µM; 340,000 compounds, 0.3% hits; Anoctamin-1 (Mus musculus), Q8BHY3; HEK293 TMEM16A/YFP-H148Q/I152L, iodide quench fluorescence; stronger effect = lower value;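 active = fluorescence-ratio B-score plate-corrected deviation score at least 3 library SD below zero, with starting fluorescence score within 5 deviations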;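 also: channel opened by trigger with iodide after compound preincubation; score built on the fluorescence ratio of max minus min over baseline; more negative score means more quench and so TMEM16A activation or potentiation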
MrgX1 agonist: agonists of human MrgX1 receptor, primary screen, HEK293 cells, Fluo-4 calcium flux | 310,000 compounds, 0.44% hits | B-score at 10 µM | Mas-related G-protein coupled receptor member X1 (Homo sapiens), Q96LB2 | Fluo-4 calcium fluorescence, agonist mode; stronger effect = higher value;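 active = calcium response B-score plate-corrected fluorescence ratio at least 3 library SD, with starting fluorescence B-score inside 5 SD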
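Material: MrgX1-expressing HEK293 cells / Dosing: compound as first of three additions / Incubation: overnight seeding, then 1 h dark dye loading / Signal: Fluo-4 NW calcium fluorescence / Evaluation: B-scored fluorescence response ratio / Benchmarks: positive and negative control wells on each plate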
SKKanGAS inh: S. pyogenes SKKanGAS growth inhibitors in kanamycin, primary screen, streptokinase expression inhibitor project, SKKanGAS strain, BacTiter-Glo luminescence | AID 1662, 2009 | 6 h | inhibition, % at 7.5 µM | 300,000 compounds, 1.3% hits;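 active = mean replicate score, as percent of positive control median, at least 50; inconclusive = mean below 50 but one replicate at or above 50; inactive = mean and every replicate below 50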;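 also: strain carries kanamycin resistance gene driven by streptokinase promoter and grows in 40 µg/ml kanamycin; loss of luminescence reflects streptokinase promoter inhibition or plain growth inhibition; 0% = median of DMSO wells and 100% = positive control at its reference dose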
TRPC4 act: activators of mouse TRPC4 channel, primary screen, Fluo4 calcium, HEK293 TRPC4beta/mu-opioid cells; Short transient receptor potential channel 4 (Mus musculus), Q9QUQ5; Fluo4 calcium fluorescence; stronger effect = higher value; B-score at 10 µM; 310,000 compounds, 0.49% hits;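 active = B-score above 5 SD of library B-scores, and initial fluorescence ratio not above library mean plus 5 SD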;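 also: positive B-score marks a calcium rise read as TRPC4 activation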
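Material: HEK293 stable line with TRPC4beta plus mu-opioid receptor; technique: Fluo4 calcium-sensitive dye fluorescence, kinetic, 1 Hz baseline; timing: Fluo4 dye loading 45 min at room temperature, 110 s recording; controls: assay buffer as low control, maximal DAMGO as high control; read-out: integrated baseline-normalised fluorescence ratio, converted to per-well B score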
TRPC6 act: mouse TRPC6 channel activators, primary screen, cell-based, HEK293, membrane potential dye; AID 2550, 2010; 310,000 compounds, 0.13% hits; B-score at 10 µM; HEK293-TRPC6 membrane potential dye fluorescence; stronger effect = higher value; Short transient receptor potential channel 6 (Mus musculus), Q61143;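 active = B-score of the integrated fluorescence ratio above library mean plus 3 SD, and starting fluorescence ratio within library mean plus 5 SD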;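 also: higher score means more depolarization so channel activation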
TRPC4 inh: inhibitors of mouse TRPC4 channel, primary screen, Fluo4 calcium, HEK293 TRPC4beta/mu-opioid cells; DAMGO-evoked Fluo4 calcium flux; stronger effect = lower value; AID 2247, 2010; Short transient receptor potential channel 4 (Mus musculus), Q9QUQ5; B-score at 10 µM; 300,000 compounds, 0.39% hits;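 active = B-score over 3 SD under the library average, no early fluorescence shift, positive overall ratio signal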
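Signal: kinetic Fluo4 fluorescence imaging of calcium influx. Material: stable TRPC4beta/mu-opioid receptor HEK293 cells. Probe or stimulus: DAMGO in two steps, submaximal then maximal.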
ANO1 block: TMEM16A chloride channel inhibitors, primary screen, cell-based, HTS. Anoctamin-1 (Mus musculus), Q8BHY3. HEK293 TMEM16A/YFP iodide influx fluorescence, ionomycin. normalized B-score (activity score, 25-100; higher = stronger inhibition) at 10 µM. 310,000 compounds, 1.2% hits. AID 588511, 2011;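 active = ratio plate-corrected score three or more library SD toward inhibition, starting fluorescence score within five deviations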;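 also: score derived from kinetic fluorescence span divided by baseline fluorescence per well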
TRPC4 PAM: positive allosteric modulators of TRPC4, primary screen, cell-based, mouse TRPC4beta, HEK293 mu-opioid, Fluo-4 calcium. Short transient receptor potential channel 4 (Mus musculus), Q9QUQ5. DAMGO EC20, Fluo-4 Ca2+ flux; stronger effect = higher value. B-score at 10 µM. 310,000 compounds, 0.42% hits;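 active = B-score of calcium response area above 5 SD of library B-scores, with initial fluorescence ratio within 5 SD of library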;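 also: B-score of integrated fluorescence ratio over time as area under calcium response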
MrgX1 PAM: positive allosteric modulators of MrgX1, primary screen, HEK293 cells, Fluo-4 calcium flux. AID 588675, 2011. Mas-related G-protein coupled receptor member X1 (Homo sapiens), Q96LB2. B-score at 10 µM. 310,000 compounds, 0.63% hits. FDSS; stronger effect = higher value;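 active = plate-corrected calcium response at least 3 library SD above typical, normal starting fluorescence, not activating the receptor alone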;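 also: compound read alongside a low EC10 to EC30 dose of BAM8-22 agonist; peak minus trough fluorescence over baseline measured at the second addition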
Starred values were filed as active, the others as inactive; i = inactive; ? = inconclusive; · = not tested or not shown. No enrichment for hits. About 6.7% of those tested had a hit in this group.

SMILES | TRPC6 inhibitor | MrgX1 antag | ANO1 activ | MrgX1 agonist | SKKanGAS inh | TRPC4 act | TRPC6 act | TRPC4 inh | ANO1 block | TRPC4 PAM | MrgX1 PAM
Cn1c(=O)c2c(nc(OCc3cccnc3)n2Cc2c(F)cccc2Cl)n(C)c1=O | i | i | i | i | -4.5 | i | i | i | i | i | i
Cn1c(-c2csc(-c3ccccc3)n2)n[nH]c1=S | i | i | i | i | -0.1 | i | i | i | i | i | i
Cc1csc2ncc(C(=O)NCc3ccccc3Cl)c(=O)n12 | i | i | i | i | -1.1 | i | i | i | i | i | i
OCC[C@H]1C[C@H](O)[C@@H](O)[C@]2(CCc3ccccc3O2)O1 | · | i | i | i | · | · | · | · | i | · | i
O=C(Nc1cc(Cl)ccc1F)c1ccc(-n2cncn2)c([N+](=O)[O-])c1 | i | i | i | i | 13.1 | i | i | i | i | i | i
O=C1C2(CCCC13COC(c1ccc(O)cc1)OC3)COC(c1ccc(O)cc1)OC2 (stereo not given) | i | i | · | i | 1.7 | i | i | i | i | i | i
COc1ccc(CNC(=S)Nc2cccc(Cl)c2)cc1 | i | i | i | i | -1.0 | i | i | i | i | i | i
O=C(CSCSCC(=O)Nc1ccc2c(c1)OCO2)Nc1ccc2c(c1)OCO2 | i | i | i | i | 1.5 | i | i | i | i | i | i
O=C(c1ccc(CS(=O)(=O)c2ccc(Br)cc2)o1)N1CCCCCC1 | i | i | i | i | -2.3 | i | i | i | i | i | i
CCOC(=O)N1CCC(NC(=O)CC2C(=O)NCCN2Cc2ccccc2F)CC1 (stereo not given) | i | i | i | i | 2.1 | i | i | i | i | i | i
COc1ccc(-n2nnnc2/C=C\Nc2ccc(C)cc2)cc1 | i | i | i | i | -0.6 | i | i | i | i | i | i
COc1ccc(Cl)cc1N(C)C(=O)CCNC(=O)Cn1cnc2ccccc2c1=O | i | i | i | i | -8.8 | i | i | i | i | i | i
CCN(CC)S(=O)(=O)c1ccc(C(=O)OCC(=O)N2CCN(C(=O)c3ccco3)CC2)cc1 | i | i | i | i | -1.1 | i | i | i | i | i | i
C=CCSc1nc(N)c2c3c(sc2n1)CN(C)CC3 | -6.51* | i | · | i | 13.0 | i | i | i | i | i | i
CCOC(=O)c1c(CSc2ccsc2)n(C)c2cc(Br)c(O)c(CN(C)C)c12 | i | i | i | i | -2.4 | i | i | i | i | i | i
CCCS(=O)(=O)C/C(N)=N/OC(=O)c1ccccc1Cl | i | i | i | i | 1.5 | i | i | i | i | i | i
CN1CCN(c2ccccc2NC(=O)Cc2cn(C)c3ccccc23)CC1 | i | i | i | i | -4.9 | i | i | i | i | i | i
COc1ccc(CN2CC(C(=O)N3CC(C)CC(C)C3)CC2=O)cc1 (stereo not given) | i | i | i | i | -3.4 | i | i | i | i | i | i
CC1CN(S(=O)(=O)c2ccc(Cl)c(S(=O)(=O)N3CC(C)OC(C)C3)c2)CC(C)O1 (stereo not given) | i | i | i | i | -0.3 | i | i | i | 100* | i | i
CCN(CC)NC(=S)Nc1ccccc1 | i | i | i | i | -16.0 | i | i | i | i | i | i
CSC(=CC(=O)c1ccc(F)cc1)SC | i | i | i | i | -1.7 | i | i | i | i | i | i
Cc1cccc(OCCSc2nc3ccccc3n2CC(=O)O)c1 | i | i | i | i | -3.5 | i | i | i | i | i | i
O=C1/C(=C\c2ccco2)CCC/C1=C\c1ccco1 | i | i | i | i | -2.2 | i | i | i | i | i | 7.56*
CCc1ccc(CN2CCN(c3ncccn3)CC2)cc1 | i | i | i | i | -2.7 | i | i | i | i | i | i
CC(=O)N1CCN(c2ccc(NC(=O)c3ccccc3Cl)cc2)CC1 | i | i | i | i | -2.0 | i | i | i | i | i | i
Next section.
SMILES | TRPC6 inhibitor | MrgX1 antag | ANO1 activ | MrgX1 agonist | SKKanGAS inh | TRPC4 act | TRPC6 act | TRPC4 inh | ANO1 block | TRPC4 PAM | MrgX1 PAM
O=C(NNS(=O)(=O)c1ccccc1F)c1cccc(S(=O)(=O)N2CCOCC2)c1 | i | i | i | i | -3.0 | i | i | i | i | i | i
COCCN(Cc1cc2ccc(C)cc2n2nnnc12)Cc1nnnn1C(C)(C)C | i | i | i | i | -4.3 | i | i | i | i | i | i
COc1ccccc1N1CCN(C(=O)C(C)N(c2ccc(C)cc2)S(C)(=O)=O)CC1 (stereo not given) | i | i | i | i | 3.1 | i | i | i | i | i | i
COC(=O)C1C2C=CC3(CN(C(C)C)C(=O)C13)O2 (stereo not given) | i | i | i | i | -1.1 | i | i | i | i | i | i
C=CCOc1ccc(Br)cc1/C=C1\NC(=S)N(C(C)=O)C1=O | i | i | i | i | 6.9 | i | i | i | i | i | i
c1ccc2sc(-c3ccncc3)nc2c1 | i | i | i | i | -5.9 | i | i | i | i | i | i
COC(=O)c1ccccc1NC(=O)CSc1ccccn1 | i | i | i | i | 0.1 | i | i | i | i | i | i
COc1cccc(/C=N/NC(=O)CCn2cnc3ccccc32)c1 | i | i | i | i | 5.8 | i | i | i | i | i | i
COc1ccc(-n2c(=O)c3ccccc3n(CC(=O)Nc3cccc(OC)c3)c2=O)cc1 | i | i | i | i | -2.3 | i | i | i | i | i | i
CCOC(=O)c1c(C)sc2c1N(C(=O)CN(CC)CC)c1ccccc1S2 | i | i | i | i | -1.7 | i | i | i | i | i | i
O=C(Cc1ccccc1)N1CCCC(c2nc(-c3ccc(S(=O)(=O)N4CCCC4)cc3)no2)C1 (stereo not given) | i | i | i | i | 5.7 | i | i | i | i | i | i
O=C(c1ccccc1F)N1CCN(C(=O)C2CC2)CC1 | i | i | i | i | -0.3 | i | i | i | i | i | i
O=C(CCN1CCN(c2ccccc2)CC1)Nc1cccc(Br)c1 | i | i | i | i | -1.5 | i | i | i | i | i | i
COc1ccc(C(=O)C[N+]2(C)CCOCC2)cc1 | i | i | i | i | -5.7 | i | i | i | i | i | i
CC(C)(C)[C@H]1C=C(C(=O)NCc2ccccc2)O[C@@H](OCc2ccc(CO)cc2)C1 | i | i | i | i | 5.5 | 136* | i | i | i | i | i
O=C(NCc1ccco1)C1CCN(C(=O)c2ccc(Cl)cc2Cl)CC1 | i | i | i | i | 4.4 | i | i | i | i | i | i
CCCC1S/C(=N/N=C/c2ccco2)NC1=O (stereo not given) | i | i | i | i | -2.5 | i | i | i | i | i | i
Nc1ccc(S(=O)(=O)Nc2nccc(/C=C/c3ccc(Cl)cc3)n2)cc1 | i | i | i | i | 6.1 | i | i | i | i | i | i
O=C(O)Cc1ccc(NC(=O)c2cccc(NC(=O)c3ccco3)c2)cc1 | i | i | i | i | 2.4 | i | i | i | i | i | i
Cn1c(C(=O)NC2CCCCCC2)cc2c(=O)n(C)c3ccccc3c21 | i | i | i | i | -16.3 | i | i | i | i | i | i
COc1ccc(NC(=O)c2ccc(F)cc2)cc1S(=O)(=O)Nc1cc(C)ccc1Br | i | i | i | i | 42.5 | i | i | i | i | i | i
Cc1ccc(NC(=O)CSc2nnc(CN3CCOCC3)n2C)cc1C | i | i | i | i | -6.2 | i | i | i | i | i | i
COc1ccc(C(O)c2coc3ccc(O)c(CN(C)C)c23)cc1 (stereo not given) | i | i | i | i | -0.2 | i | i | i | i | i | i
Cn1c(-c2cccc(Br)c2)n[nH]c1=O | i | i | i | i | -3.0 | i | i | i | i | i | i
CCOC(=O)N1CCN(C(=O)c2ccccc2SCC(=O)NCC2CCCCC2)CC1 | i | i | i | i | 0.4 | i | i | i | i | i | i
(continued)
SMILES | TRPC6 inhibitor | MrgX1 antag | ANO1 activ | MrgX1 agonist | SKKanGAS inh | TRPC4 act | TRPC6 act | TRPC4 inh | ANO1 block | TRPC4 PAM | MrgX1 PAM
O=C(NCC1CC1)NC(=O)c1c(F)cccc1Cl | i | i | i | i | -7.0 | i | i | i | i | i | i
CCOC(=O)N1CCN(C(=O)Cn2cc3c(n2)CCCC3)CC1 | i | i | i | i | -6.0 | i | i | i | i | i | i
CC1C(=O)CC(c2ccccc2)NC1c1ccccc1 (stereo not given) | i | i | i | i | -4.6 | i | i | i | i | i | i
O=C(CO)N/N=C/c1ccccc1F | i | i | i | i | -2.5 | i | i | i | i | i | i
COc1ccc(NC(=O)c2sc3ncnc(N4CCN(c5ccccn5)CC4)c3c2C)cc1Cl | i | i | i | i | 37.6 | i | i | i | i | i | i
CCCC1CCc2c(c3ccccc3[nH]c2=O)O1 (stereo not given) | i | i | i | i | -4.9 | i | i | i | i | i | i
CCCC(=O)OCCNc1cc(SCc2ccco2)c2nonc2c1[N+](=O)[O-] | i | i | i | i | 11.2 | i | i | i | i | i | i
Cc1ccc(NC(=O)COC(=O)CCc2ccc(S(=O)(=O)N3CCOCC3)cc2)c(C)c1 | i | i | i | i | -7.7 | i | i | i | i | i | i
CSCC(C)N1CCC(n2nccc2NC(=O)CCCc2ccccc2)CC1 (stereo not given) | i | i | i | i | -4.3 | i | i | i | i | i | i
COc1ccc(/C=C2\NC(=S)N(CC3CCCO3)C2=O)c(OC)c1 (stereo not given) | i | i | i | i | -2.4 | i | i | i | i | i | i
C/C(=N\NC(=O)c1ccc(O)cc1)c1cccc(NC(=O)c2ccccc2C)c1 | i | i | i | i | ? | i | i | i | i | i | i
O=C(CCN1CCCCC1)c1ccc2c(c1)OCO2 | i | i | i | i | -14.3 | i | i | i | i | i | i
Clc1ccc(C2Nc3cccc4cccc(c34)N2)cc1 | i | i | i | i | 0.8 | i | i | i | i | i | i
